Assay outcomes from PubChem BioAssay.
hgDAF12 agonist = H. glycines DAF-12 receptor agonists, primary screen, cell-based, luminescence, HEK293, GAL4 fusion, UAS-luciferase. 370,000 compounds, 1.8% hits. Nuclear hormone receptor DAF-12 (Heterodera glycines), GAL4 fusion. HEK293 GAL4-hgDAF12 UAS-luciferase reporter, agonist luminescence; normalized to butyrate control. activation, % at 6.8 µM;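 active = activation above a cutoff set at the mean of all screened compounds plus 3 SD, cut at about 10% in these data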;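 note: 0% = DMSO wells and 100% = sodium butyrate wells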
PLCb3 inh = human PLC-beta3 inhibitors, primary screen, biochemical, fluorescence. 1-phosphatidylinositol 4,5-bisphosphate phosphodiesterase beta-3 (Homo sapiens), Q01970. Purified PLC-beta3, fluorogenic substrate. inhibition, % at 12.2 µM. 370,000 compounds, 0.18% hits. AID 720704, 2013; in the data active = inhibition above about 11%;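 note: 0% = median of compound wells on plate and 100% = full blocker control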
DAX1 inh-1 = DAX1 (NR0B1) inhibitors, primary screen, cell-based, HEK293, Gal4-DAX1, luciferase luminescence | HEK293 Gal4-DAX1 luciferase reporter | inhibition, % at 6.75 µM | 340,000 compounds, 0.99% hits | AID 504766, 2011;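 active = inhibition above the mean over all tested compounds plus 3 SD, cut at about 4.2% in these data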;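 note: 0% = DAX1-transfected cells with DMSO and 100% = empty-vector control cells with DMSO; inhibition shows as a rise in luminescence from relieved DAX1 repression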
Target sequence (P51843 207-470 limits assumed): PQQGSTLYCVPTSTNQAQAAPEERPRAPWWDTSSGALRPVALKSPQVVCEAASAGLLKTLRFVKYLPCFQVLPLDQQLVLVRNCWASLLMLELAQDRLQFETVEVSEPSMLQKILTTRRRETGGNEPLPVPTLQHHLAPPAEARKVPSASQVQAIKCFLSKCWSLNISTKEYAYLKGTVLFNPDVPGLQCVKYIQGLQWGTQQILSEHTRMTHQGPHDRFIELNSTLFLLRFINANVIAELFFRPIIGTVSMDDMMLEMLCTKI
HGIII-sPLA2 inh = human group III sPLA2 inhibitors, primary screen, biochemical, QFRET, BODIPY PC-A2 liposome substrate; Group 3 secretory phospholipase A2 (Homo sapiens), Q9NZ20; QFRET BODIPY PC-A2 liposome hydrolysis, fluorescence; inhibition, % at 12.2 µM; 370,000 compounds, 0.56% hits; AID 743126, 2013;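 active = inhibition above mean plus 3 SD of compounds lying within the high and low control bounds, cut at about 19% in these data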;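 note: 0% = median of test compound wells and 100% = no enzyme DMSO wells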
Target sequence (Q9NZ20 whole entry, looked up): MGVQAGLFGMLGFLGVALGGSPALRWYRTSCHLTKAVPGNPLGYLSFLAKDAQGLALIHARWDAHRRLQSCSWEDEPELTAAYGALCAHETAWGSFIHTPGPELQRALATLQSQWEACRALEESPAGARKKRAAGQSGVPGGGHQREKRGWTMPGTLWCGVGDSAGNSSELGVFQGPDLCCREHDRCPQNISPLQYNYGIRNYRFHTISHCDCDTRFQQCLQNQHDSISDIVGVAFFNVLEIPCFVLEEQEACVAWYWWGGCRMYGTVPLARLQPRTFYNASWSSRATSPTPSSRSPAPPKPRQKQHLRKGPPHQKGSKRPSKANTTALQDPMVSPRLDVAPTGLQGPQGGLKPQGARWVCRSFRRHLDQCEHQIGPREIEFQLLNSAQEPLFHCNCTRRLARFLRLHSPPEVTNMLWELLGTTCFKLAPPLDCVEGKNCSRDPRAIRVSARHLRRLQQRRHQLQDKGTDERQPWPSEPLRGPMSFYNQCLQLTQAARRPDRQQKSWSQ
ssDAF-12 act = S. stercoralis DAF-12 nuclear receptor activators, primary screen, cell-based, luminescence, HEK293, GRIP1 co-expression, lit1-tk-luc; AID 652126, 2013; Nuclear hormone receptor DAF-12 (Strongyloides stercoralis); activation, % at 6.8 µM; 370,000 compounds, 1% hits; HEK293 ssDAF-12/GRIP1 lit1-tk-luc reporter; % of 3 µM dafachronic acid response;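 active = activation above the mean over all tested compounds plus 3 SD, cut at about 0.9% in these data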;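 note: 0% = DMSO-only wells and 100% = 3 µM delta7-dafachronic acid wells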
hcDAF-12 act = H. contortus DAF-12 nuclear receptor activators, primary screen, cell-based, luminescence, HEK293, lit1-tk-luc reporter. HEK293 hcDAF-12 lit1-tk-luc reporter; 0% DMSO, 100% Δ7-dafachronic acid. activation, % at 6.8 µM. 370,000 compounds, 1.4% hits. AID 652067, 2013;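 active = activation above the mean of all tested compounds plus 3 SD, cut at about 5.5% in these data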;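 note: 100% = response to 3 µM Δ7-dafachronic acid high control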
GAA850 FXN act = FXN promoter activators, primary screen, cell-based, luciferase luminescence, HEK293 lucGAA850. HEK293 lucGAA850 FXN promoter luciferase reporter, 24 h; percent of 10 µM SAHA response. activation, % at 6 µM. 360,000 compounds, 0.56% hits. AID 540364, 2011;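 active = activation above the average of all compounds screened plus 3 SD, cutoff fixed separately per campaign, cut at about 7.5% in these data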;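 note: 0% = DMSO wells and 100% = 10 µM SAHA wells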
SMARCA2 act = SMARCA2 (BRM) function activators, primary screen, cell-based, luminescence, high throughput; 370,000 compounds, 1% hits; MG213 cells, MMTV-luciferase reporter, dexamethasone, overnight; activation, % at 9.1 µM; AID 652017, 2013; in the data active = activation above about 7.8%;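 note: 0% = vehicle wells and 100% = reference activator wells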
DAX1 inh-2 = DAX1 (NR0B1) inhibitors on StAR promoter, primary screen, cell-based, luminescence, SF-1 (NR5A1), full-length DAX-1 | 370,000 compounds, 1.1% hits | AID 652010, 2013 | inhibition, % at 6.8 µM | HEK293T StAR-luciferase reporter, SF-1/DAX-1 repression relief;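 active = inhibition above the mean over all tested compounds plus 3 SD, cut at about 3.6% in these data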;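 note: 0% = DAX-1 cells with DMSO and 100% = cells lacking DAX-1 with DMSO; higher inhibition means more luminescence from relief of DAX-1 repression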
PG9 binder = binders of HIV-1 gp120 antibody PG9, primary screen, biochemical, TR-FRET | HIV-1 gp120 / PG9 antibody interaction | TR-FRET gp120-PG9 antibody binding | 360,000 compounds, 0.43% hits | inhibition, % at 6.7 µM | AID 624416, 2012; in the data active = inhibition above about 8.5%
NR1D1 modulator = modulators of Rev-erb alpha DNA binding, primary screen, biochemical, FITC-DNA, fluorescence polarization, uHTS. Rev-erbα–FITC-DNA binding, 90 min. activity, % at 10 µM. 370,000 compounds, 0.79% hits. AID 1259318, 2017;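 active = activity above about 14%, limit read from the data; passing the limit was not always enough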;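 note: 0% = DMSO wells with 35 nM protein and 100% = DMSO wells with 750 nM protein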
* hit, by the source's call; x = no result given; & = joins results of further samples; ! = not active in a repeat.

SMILES	hgDAF12 agonist	PLCb3 inh	DAX1 inh-1	HGIII-sPLA2 inh	ssDAF-12 act	hcDAF-12 act	GAA850 FXN act	SMARCA2 act	DAX1 inh-2	PG9 binder	NR1D1 modulator
O=C(CC[C@H]1O[C@@H](n2ccc(=O)[nH]c2=O)[C@H](O)[C@@H]1O)N[C@H](Cc1ccccc1)C(=O)NCCCN1CCCC1=O	0.3	0	x	3	-1.1	-0.1	x	-3	0.4	-1.2	0
COCc1nnc(NC(=O)c2ccc(S(=O)(=O)N3CCCC3)cc2)o1	0.0	-2	-0.2	-5	-0.9	-0.3	0.6	-2	1.2	-0.8	-2
c1cncc(-c2nn3cnnc3s2)c1	-0.3	-1	0.8	-2	-1.3	-2.2	-0.8	1	0.3	1.4	-5
COc1ccccc1NC(=O)C(C(C)C)N1C(=O)c2ccccc2C1=O (stereo not drawn)	-3.7	-8	1.7	10	-1.0	-3.8	1.4	-2	0.4	-0.5	6
CCOCCn1c(SCCc2ccccc2)nc2c1c(=O)[nH]c(=O)n2C	-1.7	3	0.7	-1	-1.5	-0.8	1.3	1	-0.6	-1.5	-9
CCC(C)N=C1SCC(C)(/C=N/O)S1 (stereo not drawn)	-0.1	-1	3.6	3	-1.4	-0.5	-1.2	-3	-0.8	-0.1	-6
Cc1cccc(SCc2noc(C(=O)NCC3CCCO3)c2C(=O)O)c1 (stereo not drawn)	-0.5	-3	1.0	3	-1.3	2.8	2.6	1	0.1	1.4	-2
CC1=CC2=NC(=O)CC(C)(C(=O)N(CC(=O)NC(C)(C)C)Cc3ccccc3)N2C=C1 (stereo not drawn)	-0.8	-73	0.3	5	-1.2	-2.0	-0.8	-2	2.7	0.2	-6
Cc1c(C(=O)NN)[nH]c2ccc([N+](=O)[O-])cc12	2.6	59*	x	-1	-1.5	-1.5	-4.4	-2	-0.3	0.1	-1
Cc1ccc(-n2nnnc2SCC(=O)Nc2ccccc2N2CCCCC2)cc1C	0.5	2	-0.6	-6	-1.1	0.9	-0.5	-1	-0.4	0.8	-4
CC(C)(C)CNC(=O)C1(C)CCN1C(=O)c1ccccc1CCc1ccccc1 (stereo not drawn)	-2.3	3	x	7	-0.5	-1.6	0.0	0	-0.9	0.4	6
O=C(CSc1nnc(CNC(=O)c2ccc(F)cc2)o1)NCc1ccccc1Cl	-1.0	-15	-0.4	-7	-1.5	-1.3	-1.6	2	0.9	-0.7	-2
COC(C(=O)N/N=C(\C)CC(=O)Nc1ccc(N(C)C)cc1)c1ccccc1 (stereo not drawn)	0.1	-2	0.1	0	-0.4	-0.5	2.6	-2	-0.3	-5.9	11
C=CCC1Cc2c(cccc2[N+](=O)[O-])C(CC=C)N1 (stereo not drawn)	1.0	-11	0.2	6	-1.7	-0.2	2.2	3	-1.1	-0.1	3
Cc1ccc(C(=O)Nc2ccc(C(=O)O)cc2)cc1S(=O)(=O)Nc1cccc([N+](=O)[O-])c1	-2.6	2	0.6	2	-0.9	-1.0	0.1	1	-0.5	-0.1	3
CCOC(=O)CC[C@@]1(C(=O)OCC)C[C@@H](CC(=O)N2CCCC2)C(=O)N2CCCC=C21	-3.9	-1	x	2	-1.4	1.1	x	-1	-0.4	x	0
COc1ccc(C(=O)N2CCOCC2c2cc(C(=O)NCc3ccccc3)no2)cc1 (stereo not drawn)	-3.6	5	x	10	-1.1	-0.7	0.4	-5	-0.2	-0.1	-4
Cc1ccc(C(=O)N2CC(C)OC(C)C2)cc1[N+](=O)[O-] (stereo not drawn)	-3.0	5	0.3	-1	-1.1	0.9	1.0	-3	0.8	-1.9	-2
COc1cccc(-c2cnc3c(c2)C(=O)N([C@H](C)CO)C[C@@H](C)[C@H](CN(C)C(=O)Nc2ccccc2F)O3)c1	-0.8	-3	1.4	12	-1.2	-0.3	0.0	-4	-0.1	-0.5	3
COc1ccc(C(=O)COC(=O)/C=C/c2ccccc2)cc1	1.6	-9	-0.5	4	-1.1	0.3	-0.8	1	-0.3	-1.5	5
CCc1ccccc1NC(=S)N=Nc1c(O)n(C)c2ccc(S(=O)(=O)N3CCOCC3)cc12	2.3	0	0.1	3	-1.4	-3.0	-1.2	-3	-0.4	0.8	-4
O=C(CSc1nc2ccc([N+](=O)[O-])cc2[nH]1)NC1CCCC1	-1.1	-1	-0.5	-8	-0.6	0.4	2.4	-1	-0.5	-1.9	-5
O=C(N/N=C/C1CC=CCC1)c1cc(Br)ccc1O (stereo not drawn)	2.0	-13	0.6	6	-0.6	1.0	0.4	-3	-0.2	-0.4	2
O=C1OC(c2ccccc2)/C(=C(/O)c2ccccc2)C1=O (stereo not drawn)	1.2	0	0.4	2	-1.0	0.9	1.0	2	0.2	0.0	2

In another format: results already given
Below each compound – hgDAF12 agonist | PLCb3 inh | DAX1 inh-1 | HGIII-sPLA2 inh | ssDAF-12 act | hcDAF-12 act | GAA850 FXN act | SMARCA2 act | DAX1 inh-2 | PG9 binder | NR1D1 modulator
> CCOC(=O)CC[C@@]1(C(=O)OCC)C[C@@H](CC(=O)N2CCCC2)C(=O)N2CCCC=C21
→ -3.9 | -1 | x | 2 | -1.4 | 1.1 | x | -1 | -0.4 | x | 0
> Cc1ccc(C(=O)N2CC(C)OC(C)C2)cc1[N+](=O)[O-] (stereo not drawn)
→ -3.0 | 5 | 0.3 | -1 | -1.1 | 0.9 | 1.0 | -3 | 0.8 | -1.9 | -2
> COc1cccc(-c2cnc3c(c2)C(=O)N([C@H](C)CO)C[C@@H](C)[C@H](CN(C)C(=O)Nc2ccccc2F)O3)c1
→ -0.8 | -3 | 1.4 | 12 | -1.2 | -0.3 | 0.0 | -4 | -0.1 | -0.5 | 3

Other compounds.
SMILES	hgDAF12 agonist	PLCb3 inh	DAX1 inh-1	HGIII-sPLA2 inh	ssDAF-12 act	hcDAF-12 act	GAA850 FXN act	SMARCA2 act	DAX1 inh-2	PG9 binder	NR1D1 modulator
O=C(CSc1nnc(-c2ccccc2Cl)o1)N1CCCC1	7.5	0	1.3	3	-0.1	-1.7	2.7	2	0.3	0.1	-1
CN(C(=O)c1cc2c(s1)-c1ccccc1S(=O)(=O)C2)c1ccccc1F	-0.3	-10	0.4	-25	-1.3	-0.3	4.1	1	0.1	0.4	4
CC(NC(=O)c1cc(-c2ccc3c(c2)OCO3)nc2ccccc12)C(C)(C)C (stereo not drawn)	4.8	-74	1.1	-2	0.1	0.5	-1.5	-1	-0.1	-0.3	11
CCC(=O)N1CCN=C1SCc1ccc(Cl)cc1	2.5	2	0.0	0	-0.6	-0.5	-0.9	-4	-0.9	-2.5	-1
COc1ccc(CCNS(=O)(=O)c2c(C)nc3scc(C)n3c2=O)cc1OC	0.9	-3	-1.6	7	-1.0	2.0	-0.8	2	-0.3	-0.1	-6
Cc1ccc(-c2ccc(SCC(=O)Nc3cc(C)on3)nn2)cc1	1.7	5	0.1	0	-1.9	0.4	-0.6	-2	-0.3	0.2	4
COc1ccc(NC2CC(=O)N(c3cccc(C)c3)C2=O)cc1 (stereo not drawn)	-1.3	-11	0.3	-5	-1.2	-2.0	2.2	2	1.8	-1.6	0
O=C(O)c1ccccc1NC(=O)C(c1ccccc1)c1ccccc1	-0.7	2	-1.8	-4	-1.1	-0.3	0.5	-6	0.3	-2.0	-7
CCOC(=O)C1=C(C)Nc2ccccc2N=C1NC(=O)Cc1ccc(Cl)c(Cl)c1	-0.1	2	0.3	2	-0.7	0.4	1.5	4	0.4	-1.7	8
Cc1ccc(S(=O)(=O)N2CCCCC2)cc1NC(=O)CSc1nccn1C	-2.1	-4	-1.2	1	-1.2	-1.3	-0.3	-1	0.5	-0.3	1
NC(=O)C[n+]1cccc(C(N)=O)c1	1.3	-1	-1.1	5	-0.7	-0.7	0.9	0	0.6	-1.7	-6
CCSc1nnc(NS(=O)(=O)c2ccc(OC)cc2)s1	3.5	-1	1.0	-20	-0.7	-0.6	1.4	-3	0.0	-2.3	-4
COc1ccc(CN2CCN(c3ccccn3)CC2)c(OC)c1C	-1.3&0.3	-11&-9	0.2&-1.3	19*!	-1.9&-1.6	-1.1&0.3	-0.1&-0.2	-3&-5	0.0&-0.1	0.0&-1.1	6&-5
COc1ccccc1-n1c(Cc2cccc3ccccc23)nnc1SCC(=O)O	2.9	-1	x	3	-0.9	-1.1	x	0	0.6	1.5	6
COc1cccc(N2C(=NC(=O)COc3ccccc3)SC3CS(=O)(=O)CC32)c1 (stereo not drawn)	-1.3	-8	0.0	9	-0.7	1.2	-1.0	-4	-0.6	3.8	-6
C/C(=N\NC(=O)CSc1nc(C)cc(C)n1)c1cccs1	0.1	-1	-1.2	6	-1.2	-3.1	3.0	-1	0.2	-1.0	-4
CCCCCC(=O)N1C[C@H](O)[C@@H](n2cc(C3CC3)nn2)C[C@@H]1c1ccc(C)cc1	-2.3	6	-0.5	-1	-1.0	-1.3	-0.9	-3	1.1	-2.1	-7
S=C(NCCc1ccccc1)Nc1cccc2cnccc12	-5.2	-9	-2.9	8	-3.1	-4.0	-0.9	-5	-4.5	-2.4	0
CCOC(=O)c1sc(=NC(=O)c2ccc(OC(C)C)cc2)n(C)c1C	0.7	-8	0.4	5	-1.7	1.4	1.6	0	1.5	-0.1	44*
COc1ccc(N(CC(=O)Nc2cc(OC)ccc2OC)S(=O)(=O)c2c(C)noc2C)cc1	1.4	-8	0.5	-8	-1.4	-2.4	-1.9	-3	-0.2	-2.1	10
c1ccc(N2CCN(c3ccc4nncn4n3)CC2)nc1	-1.6	1	0.7	3	-1.5	-2.1	-1.1	0	-0.1	-0.2	0
O=C(C1=C[C@H](c2ccc(C(F)(F)F)cc2)C[C@H](OCCCCO)O1)N1CCN(Cc2ccc3c(c2)OCO3)CC1	-0.6	3	-0.2	-26	-1.2	-1.9	2.3	3	-0.2	0.1	0
CC(C)(C)c1ccc(OCc2ccc(C(=O)N/N=C/c3ccc(O)c(O)c3)cc2)cc1	3.1	-16	-1.4	5	-2.1	-1.2	0.0	-2	0.6	-0.6	2
Cc1ccn2c(CC(C)(C)C)c(-c3ccc(F)cc3)nc2c1	9.7	-7	2.7	3	0.6	6.7*	1.5	5	5.6*	2.3	3
